Screening results (PubChem BioAssay)
Apaf-1 inh – human Apaf-1 inhibition; O14727; reconstituted apoptosome caspase-3 activity, DEVD-Rh110 fluorescence; inhibition, % at 20 µM; hit rate 0.71% among 330,000; AID 489030; active = inhibition of at least 40% at 20 µM;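 also: plate controls were DMSO wells for no effect and DEVD-CHO caspase inhibitor wells for full effect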
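Assay system: Apoptosome proteins | Medium: pH 7.5 Hepes buffer with CHAPS, BSA, DTT | Also added: Cytochrome c and DEVD-Rh110 substrate | Times: 30 min plus 50 min, RT | Detection: Rhodamine 110 fluorescence at Ex 480/Em 540 nm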
CCR6 antagonist – antagonists of human CCR6 receptor | P51684 | CHO-K1 CCR6 PathHunter beta-arrestin, luminescence, CCL20-stimulated | inhibition, % at 20 µM | hit rate 0.49% among 340,000 | AID 493098;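 active = compounds whose inhibition of the agonist-driven luminescence signal at 20 µM reaches about 50%, limit read from the data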;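 also: cells stimulated with CCL20 at 14 nM final; plate controls were DMSO with CCL20 for no effect and DMSO without agonist for full effect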
Target sequence (P51684 whole entry, looked up): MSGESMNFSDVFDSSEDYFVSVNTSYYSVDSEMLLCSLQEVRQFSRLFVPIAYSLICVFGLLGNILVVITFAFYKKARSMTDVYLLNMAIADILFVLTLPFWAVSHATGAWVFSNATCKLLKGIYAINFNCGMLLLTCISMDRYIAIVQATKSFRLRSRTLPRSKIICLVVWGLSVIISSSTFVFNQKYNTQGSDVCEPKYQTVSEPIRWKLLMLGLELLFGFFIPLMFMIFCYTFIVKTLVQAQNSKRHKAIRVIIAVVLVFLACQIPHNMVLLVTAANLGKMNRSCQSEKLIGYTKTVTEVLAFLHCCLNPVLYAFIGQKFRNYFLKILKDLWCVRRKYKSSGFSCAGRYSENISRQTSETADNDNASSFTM
Jurkat NFkB inh – inhibitors of the PMA/ionomycin-induced NF-kB reporter in Jurkat cells | hit rate 0.53% among 330,000 | inhibition, % at 4 µM | AID 435003 | PMA/ionomycin-induced NF-kB luciferase reporter, luminescence
Gli-Sufu antag – Gli-Sufu pathway antagonism; Sufu-KO-LIGHT fibroblasts, Gli luciferase reporter luminescence; inhibition, % at 5 µM; hit rate 0.74% among 340,000;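 active = inhibition above about 55%, limit read from the data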;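 also: 0% = DMSO-treated cells and 100% = wells with medium but no cells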
EBI2 antag – antagonists of human EBI2 receptor; EBI2 beta-arrestin recruitment, luminescence, 7a,25-OHC stimulated; AID 651636; hit rate 0.81% among 360,000; inhibition, % at 5 µM; P32249; in the data active = inhibition above about 38%;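 also: enzyme fragment complementation signal reports receptor beta-arrestin coupling in cells; 0% = agonist plus DMSO wells and 100% = wells without agonist; some results beyond the cut were filed as inactive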
Target sequence (P32249 whole entry, looked up, the tested form may be a part): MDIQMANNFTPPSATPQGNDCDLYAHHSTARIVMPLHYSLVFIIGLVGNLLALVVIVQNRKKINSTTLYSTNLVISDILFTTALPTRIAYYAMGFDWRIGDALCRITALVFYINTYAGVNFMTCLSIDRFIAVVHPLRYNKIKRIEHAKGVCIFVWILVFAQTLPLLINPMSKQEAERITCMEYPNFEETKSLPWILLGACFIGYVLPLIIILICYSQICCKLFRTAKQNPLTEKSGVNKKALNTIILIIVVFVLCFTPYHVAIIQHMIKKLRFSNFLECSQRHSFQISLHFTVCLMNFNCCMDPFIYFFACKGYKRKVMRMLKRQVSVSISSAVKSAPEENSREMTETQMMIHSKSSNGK
SENP8 inh – SENP8 protease inhibition; Q96LD8; purified SENP8, Z-RLRGG-aminoluciferin cleavage, luminescence; inhibition, % at 10 µM; hit rate 1.2% among 330,000
Target sequence (Q96LD8 whole entry, looked up): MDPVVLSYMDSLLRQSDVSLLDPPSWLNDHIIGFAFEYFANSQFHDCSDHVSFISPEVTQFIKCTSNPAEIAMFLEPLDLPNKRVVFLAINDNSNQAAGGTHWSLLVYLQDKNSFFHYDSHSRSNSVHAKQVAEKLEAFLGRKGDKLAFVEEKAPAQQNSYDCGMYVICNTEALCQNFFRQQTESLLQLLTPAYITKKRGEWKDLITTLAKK
697 NFkB inh – lowers PMA/ionomycin-induced NF-kB signal in 697 B cells | 697 B-cell NF-kB luciferase reporter, 16 h | inhibition, % at 4 µM | hit rate 0.33% among 330,000; in the data active = inhibition above about 35%
UBC13 inh – blocks human UBC13 polyubiquitin chain formation; inhibition, % at 20 µM; hit rate 0.47% among 330,000; P61088; AID 485273; TR-FRET; in the data active = inhibition above about 45%, passing the limit was not always enough
Active calls of the source: *. Rule as the data show it, unless noted: active = inhibition above about 50%; inactive = the rest. An excerpt; rates above refer to the full screens.

SMILES	Apaf-1 inh	CCR6 antagonist	Jurkat NFkB inh	Gli-Sufu antag	EBI2 antag	SENP8 inh	697 NFkB inh	UBC13 inh
Cc1ccc(N2CCC(N3CCN(C)C(CCO)C3)CC2)cc1 (stereo not drawn)	-5	3	-13	6	0	-3	2	-3
COc1cccc(-c2nnc(NC(=O)c3cccc(F)c3)o2)c1	4	46	-3	-8	2	56*	-4	-13
O=C(CSCc1ccccc1)N1CCN(S(=O)(=O)c2cccc(F)c2)CC1	-1	5	-1	7	8	13	-22	8
CC(=O)Nc1ccc(C(=O)NNC(=O)C2CC2)cc1	-5	5	-3	10	-2	-7	2	0
C/C(Cl)=C/CSc1nn2c(=O)c3ccccc3nc2s1	17	3	-72	0	11	18	-31	-4
CCCCNC(=O)N1CCc2[nH]c3ccccc3c2C1	4	2	16	-17	0	2	14	8
O=C(CN(c1ccccc1)S(=O)(=O)c1ccccc1)N1CCOCC1	1	-20	0	9	-14	-6	4	-15
CCN(Cc1ccccc1)C(=O)COc1cc(=O)n(CC)c2ccccc12	17	16	-5	14	11	-12	-9	-11
O=C(Nc1cccnc1)c1noc2c1CCCC2	-10	2	-45	-34	-3	-11	-24	6
Cc1ccc(OCC2Cn3c(nc4c3c(=O)n(C)c(=O)n4C)O2)cc1 (stereo not drawn)	4	-18	-13	1	2	-7	-13	-8
CCOCCCNc1nc2nc3ccc(C)cn3c(=O)c2cc1C(=O)NCC1CCCO1 (stereo not drawn)	-69	8	-3	0	3	-8	12	7
c1ccc2c(Cn3ccnc3)cccc2c1	1	7	-1	-7	-12	-7	11	0
Cc1cccc(OCC(=O)Nc2ccc(C(=O)c3ccc(C(=O)O)cc3)cc2)c1	5	9	2	-4	-2	-4	16	0
CCCCC(=O)Nc1ccccc1CC	-2	7	-4	19	-8	-2	-1	19
CCOC(=O)C1CCN(C(c2cccnc2)c2c(NC(=O)c3ccco3)sc(C)c2C)CC1 (stereo not drawn)	5	30	0	27	6	2	3	-11
CC(C)CC(=O)N(Cc1ccc(F)cc1)C1CCS(=O)(=O)C1 (stereo not drawn)	4	1	-2	14	-11	-13	-8	-8
CC(=O)NCc1ccc(S(=O)(=O)N/N=C/c2ccc(Br)cc2)cc1	-5	10	-4	-10	-5	-2	14	0
Cc1cc(C)c(O)c(-c2cc(C(=O)NCc3ccccc3)[nH]n2)c1	10	-5	10	-2	11	-8	27	6
O=c1oc(Cl)c(Cl)c2ccccc12	-10	22	5	9	-4	6	26	19
CCCN1C(=O)c2ccccc2NC1c1ccc(C)cc1 (stereo not drawn)	-3	17	17	-10	7	-5	8	15
CCOC(=O)CSc1nc2c(c(=O)[nH]c(=O)n2C)n1CCc1ccccc1	-7	-3	8	5	-4	-8	-4	-10
N/C(=N\OC(=O)Cc1ccccc1[N+](=O)[O-])c1ccccn1	-6	6	-36	-5	2	2	11	-4
O=C(Nc1ncc(C(F)(F)F)cc1Cl)C1COc2ccccc2O1 (stereo not drawn)	-5	-4	-2	4	-8	-2	3	-4
O=C(Cn1cccc1C(=O)c1ccccc1)NCc1ccccc1	3	8	-14	-7	14	-1	13	2
Nc1nc2c(ncn2[C@H]2C[C@H](O)[C@@H](CO)O2)c(=O)[nH]1	4	9	-5	-10	-3	-7	-18	-8

14 consecutive records out of the list so far, for reference:
SMILES	Apaf-1 inh	CCR6 antagonist	Jurkat NFkB inh	Gli-Sufu antag	EBI2 antag	SENP8 inh	697 NFkB inh	UBC13 inh
c1ccc2c(Cn3ccnc3)cccc2c1	1	7	-1	-7	-12	-7	11	0
Cc1cccc(OCC(=O)Nc2ccc(C(=O)c3ccc(C(=O)O)cc3)cc2)c1	5	9	2	-4	-2	-4	16	0
CCCCC(=O)Nc1ccccc1CC	-2	7	-4	19	-8	-2	-1	19
CCOC(=O)C1CCN(C(c2cccnc2)c2c(NC(=O)c3ccco3)sc(C)c2C)CC1 (stereo not drawn)	5	30	0	27	6	2	3	-11
CC(C)CC(=O)N(Cc1ccc(F)cc1)C1CCS(=O)(=O)C1 (stereo not drawn)	4	1	-2	14	-11	-13	-8	-8
CC(=O)NCc1ccc(S(=O)(=O)N/N=C/c2ccc(Br)cc2)cc1	-5	10	-4	-10	-5	-2	14	0
Cc1cc(C)c(O)c(-c2cc(C(=O)NCc3ccccc3)[nH]n2)c1	10	-5	10	-2	11	-8	27	6
O=c1oc(Cl)c(Cl)c2ccccc12	-10	22	5	9	-4	6	26	19
CCCN1C(=O)c2ccccc2NC1c1ccc(C)cc1 (stereo not drawn)	-3	17	17	-10	7	-5	8	15
CCOC(=O)CSc1nc2c(c(=O)[nH]c(=O)n2C)n1CCc1ccccc1	-7	-3	8	5	-4	-8	-4	-10
N/C(=N\OC(=O)Cc1ccccc1[N+](=O)[O-])c1ccccn1	-6	6	-36	-5	2	2	11	-4
O=C(Nc1ncc(C(F)(F)F)cc1Cl)C1COc2ccccc2O1 (stereo not drawn)	-5	-4	-2	4	-8	-2	3	-4
O=C(Cn1cccc1C(=O)c1ccccc1)NCc1ccccc1	3	8	-14	-7	14	-1	13	2
Nc1nc2c(ncn2[C@H]2C[C@H](O)[C@@H](CO)O2)c(=O)[nH]1	4	9	-5	-10	-3	-7	-18	-8

More records.
SMILES	Apaf-1 inh	CCR6 antagonist	Jurkat NFkB inh	Gli-Sufu antag	EBI2 antag	SENP8 inh	697 NFkB inh	UBC13 inh
COc1cccc(-c2cc(C(F)(F)F)nc(-n3cccn3)n2)c1	15	4	7	0	-15	-10	-1	-9
CS(=O)(=O)N1CCc2cc(C(=O)N3CCN(c4ccccc4)CC3)ccc21	-2	8	10	0	4	-1	6	4
COc1ccc(/C=N/NC(=O)COc2ccc(Cl)cc2Cl)cc1Cn1nc(C)cc1C	12	20	-5	2	14	-7	-8	-5
CC(=O)Nc1cc2c(ccc3ccccc32)oc1=O	1	-2	-16	-16	0	-8	3	7
c1cc(CNc2ccc3c(c2)OCO3)ccn1	21	-9	-2	1	1	-10	-20	-22
Cn1c(CNC(=O)CNC(=O)c2ccccc2)cc(=O)n(C)c1=O	-11	-3	3	8	-19	9	0	2
COc1ccc(/C=C/c2cc(C(=O)O)c3ccccc3n2)cc1	-5	3	19	-22	-14	69*	-90	10
CCC(C(=O)OC)n1cnc2c(nnn2-c2ccccc2)c1=O (stereo not drawn)	-8	5	-2	-1	-6	1	14	-4
O=C(NCC(c1ccco1)N1CCc2ccccc2C1)c1ccc([N+](=O)[O-])cc1 (stereo not drawn)	7	11	24	4	3	13	2	4
Fc1ccc(C2CC(c3ccc(F)cc3)n3ncnc3N2)cc1 (stereo not drawn)	6	25	6	4	3	-12	-7	-7
O=c1cc(-c2ccccc2)nc2nc(CCc3ccccc3)[nH]n12	11	7	0	-12	-5	-14	-17	-14
CN(Cc1cccs1)C(=O)C1CCN(S(=O)(=O)c2ccccc2)CC1	-6	1	3	-4	-16	2	18	5
Cc1ccc(NC(=O)Nc2c(C)[nH]c(=O)[nH]c2=O)cc1Cl	4	2	-4	-3	-6	-2	3	3
CC(=O)Nc1sc(C)c(C)c1C(=O)OCC(=O)N(CC(C)C)c1c(N)n(Cc2ccccc2)c(=O)[nH]c1=O	0	12	26	2	6	9	-11	-7
O=C(Nc1ccc(C(F)(F)F)cc1[N+](=O)[O-])O[C@H]1[C@H](Cc2ccccc2)NS(=O)(=O)[C@H]2C[C@@H]3C=C[C@]12O3	10	-1	0	-11	-3	1	4	-7
CCN(C(=O)COC(=O)c1cccc(S(=O)(=O)N2CCOCC2)c1)C1CCS(=O)(=O)C1 (stereo not drawn)	-8	3	8	-4	-11	0	17	0
O=C(O)c1ccc(NS(=O)(=O)c2ccc(N3C(=O)CCC3=O)cc2)cc1	1	0	18	18	-5	2	6	0
COc1ccc(-c2nc(NCCCN(C)C)c3ccccc3n2)cc1	-1	22	-31	-4	15	5	-1	11
CC(NC(=O)c1cccc(S(=O)(=O)N2CCCCCC2)c1)c1ccccc1 (stereo not drawn)	-4	12	-4	-2	-2	0	25	11
COc1ccccc1N1CCN(C(=O)c2sc3nc(C)nc(N4CCN(c5ccccn5)CC4)c3c2C)CC1	22	13	48	16	12	8	14	21
Cc1cc(C(=O)N/N=C/c2ccco2)c2ccccc2n1	5	2	-7	-3	-7	0	0	2
O=[N+]([O-])c1cc(C(F)(F)F)ccc1NCCNC(=S)Nc1ccc(Cl)cc1	12	32	-12	-3	5	-4	-9	-17
CCOc1ccc(CN(C)C(=O)CNC(=O)c2ccc(Br)o2)cc1OC	0	-1	2	48	1	1	8	1
Cc1ccc2nsnc2c1NC(=O)Cc1ccc(Cl)cc1	-1	19	-15	3	8	5	4	15
CC1CCN(S(=O)(=O)c2ccc(NC(=O)CSc3nnnn3C)cc2)CC1	9	7	-8	0	-4	6	2	-4

Three of the compounds above, with values under each structure.
Fields: Apaf-1 inh	CCR6 antagonist	Jurkat NFkB inh	Gli-Sufu antag	EBI2 antag	SENP8 inh	697 NFkB inh	UBC13 inh
COc1cccc(-c2cc(C(F)(F)F)nc(-n3cccn3)n2)c1
 : 15	4	7	0	-15	-10	-1	-9
CS(=O)(=O)N1CCc2cc(C(=O)N3CCN(c4ccccc4)CC3)ccc21
 : -2	8	10	0	4	-1	6	4
COc1ccc(/C=N/NC(=O)COc2ccc(Cl)cc2Cl)cc1Cn1nc(C)cc1C
 : 12	20	-5	2	14	-7	-8	-5

The list continues:
SMILES	Apaf-1 inh	CCR6 antagonist	Jurkat NFkB inh	Gli-Sufu antag	EBI2 antag	SENP8 inh	697 NFkB inh	UBC13 inh
CC(=O)N1CCN(C(=S)c2ccc(Cl)cc2)CC1	0	2	2	-4	-1	-3	7	8
Cc1nnc(NC(=O)c2ccc3nccnc3c2)s1	1	15	-4	0	-3	-7	-9	-10
CC(=O)N(c1ccccc1Cl)S(=O)(=O)c1ccc(Cl)cc1	8	4	2	-2	2	-7	8	-12
CC(=O)Nc1ccc(NC(=O)Cc2ccc(S(=O)(=O)N3CCCCC3)s2)cc1	-1	-10	6	10	-23	7	-6	-5
Cc1cccc(/C=N/NC(=O)c2ccc(NC(=O)c3ccc(Cl)cc3)cc2)n1	12	-2	-10	-33	6	-2	19	-4
NC(N)=NC(N)=NCCc1ccccc1	9	5	26	34	-2	-4	-9	-4
Cc1ccccc1NC(=O)CSc1nc(-c2ccccc2)cc(=O)[nH]1	-5	5	-4	2	10	10	5	-3
Cc1ccc2[nH]c(=O)c(CN(Cc3cccs3)S(=O)(=O)c3ccc4c(c3)OCCO4)cc2c1	7	-4	-6	3	-8	-5	7	18
Cn1c(=O)c2sccc2n2c(CCCC(=O)NCCc3ccc(S(N)(=O)=O)cc3)nnc12	-2	20	6	-7	2	6	-5	-3
CC(C)CNC(=O)CSc1ccc(S(=O)(=O)N(C)C2CCCCC2)cn1	0	4	2	-2	3	-9	-14	0
O=C(CN(Cc1ccc(F)cc1)C(=O)CNS(=O)(=O)c1ccc(F)cc1)NCC1CCCO1 (stereo not drawn)	-1	6	-4	-16	-7	3	-7	2
O=C(O)C1C2CCC(C2)C1C(=O)NCc1ccccn1 (stereo not drawn)	-10	7	-4	-3	-8	-13	17	1
COc1ccc(-c2nc(=S)c3c(n2CCN2CCOCC2)CC(C)(C)OC3)cc1	3	0	-20	3	6	-9	-8	11
CC(Cc1ccccc1)C(=O)N1CCN(C)CC1 (stereo not drawn)	2	1	3	-3	-7	7	3	4
O=S(=O)(NCC1CCCO1)c1ccc(-c2ccc(Cl)cc2)cc1 (stereo not drawn)	9	4	15	20	5	-2	1	-8
